Jurkat NFkB inh: inhibitors of induced NF-kB luciferase reporter, primary screen, TCR NF-kB activation inhibitor project, cell-based, luminescence, uHTS | Jurkat, PMA/ionomycin-induced NF-kB luciferase reporter | inhibition, % at 4 µM | 330,000 compounds, 0.53% hits | AID 435003, 2010; in the data active = inhibition above about 50%
697 NFkB inh: inhibitors of PMA/ionomycin-induced NF-kB reporter, 697 cells, primary screen, B-cell NF-kB inhibitor project, cell-based, luminescence, uHTS | 697 B-cell NF-kB luciferase reporter, 16 h | 330,000 compounds, 0.33% hits | inhibition, % at 4 µM; in the data active = inhibition above about 35%
Gli-Sufu antag: Gli-Sufu pathway antagonists, primary screen, luciferase luminescence, Sufu-KO-LIGHT cells, uHTS | Sufu-KO-LIGHT fibroblasts, Gli luciferase reporter luminescence | inhibition, % at 5 µM | 340,000 compounds, 0.74% hits | AID 588413, 2011;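 active = inhibition above about 55%, limit read from the data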;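 also: 0% = DMSO-treated cells and 100% = wells with medium but no cells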
Mdm2 MdmX PPI: inhibitors of human Mdm2-MdmX association, primary screen, cell-based, luminescence, split luciferase, SaOS-2, uHTS; Protein Mdm4 (Homo sapiens) + E3 ubiquitin-protein ligase Mdm2 (Homo sapiens), …; SaOS-2 split-luciferase Mdm2/MdmX complementation; inhibition, % at 8 µM; 330,000 compounds, 3% hits;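 active = inhibition of at least 50% at 8 µM in the primary screen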
CXCR6 inh: CXCR6 receptor inhibitors, primary screen, cell-based, beta-arrestin, luminescence, CHO-K1 PathHunter, 1536-well; C-X-C chemokine receptor type 6 (Homo sapiens), O00574; inhibition, % at 20 µM; AID 602244, 2012; 360,000 compounds, 0.36% hits; in the data active = inhibition above about 34%, passing the limit was not always enough;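 also: antagonist mode with CXCL16 agonist at 10 nM final; 0% = 10 nM CXCL16 with DMSO and 100% = unstimulated wells without agonist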
Target sequence (O00574 whole entry, looked up): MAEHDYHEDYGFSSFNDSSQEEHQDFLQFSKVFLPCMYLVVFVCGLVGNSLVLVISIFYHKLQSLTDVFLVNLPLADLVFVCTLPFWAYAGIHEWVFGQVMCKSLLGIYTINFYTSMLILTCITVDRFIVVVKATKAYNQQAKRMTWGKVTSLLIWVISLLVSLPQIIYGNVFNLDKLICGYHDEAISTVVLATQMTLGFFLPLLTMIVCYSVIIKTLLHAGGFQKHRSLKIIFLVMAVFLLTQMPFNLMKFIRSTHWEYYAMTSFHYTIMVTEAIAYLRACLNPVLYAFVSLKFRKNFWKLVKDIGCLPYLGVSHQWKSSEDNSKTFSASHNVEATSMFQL
EBI2 block: EBI2 receptor antagonists, beta-arrestin recruitment, primary screen, cell-based, luminescence, 7a,25-OHC stimulation, uHTS; 7a,25-OHC stimulated; inhibition, % at 5 µM; 360,000 compounds, 0.81% hits; AID 651636, 2012; in the data active = inhibition above about 38%;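 also: enzyme fragment complementation signal reports receptor beta-arrestin coupling in cells; 0% = agonist plus DMSO wells and 100% = wells without agonist; some results beyond the cut were filed as inactive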
Target sequence (P32249 whole entry, looked up, the tested form may be a part): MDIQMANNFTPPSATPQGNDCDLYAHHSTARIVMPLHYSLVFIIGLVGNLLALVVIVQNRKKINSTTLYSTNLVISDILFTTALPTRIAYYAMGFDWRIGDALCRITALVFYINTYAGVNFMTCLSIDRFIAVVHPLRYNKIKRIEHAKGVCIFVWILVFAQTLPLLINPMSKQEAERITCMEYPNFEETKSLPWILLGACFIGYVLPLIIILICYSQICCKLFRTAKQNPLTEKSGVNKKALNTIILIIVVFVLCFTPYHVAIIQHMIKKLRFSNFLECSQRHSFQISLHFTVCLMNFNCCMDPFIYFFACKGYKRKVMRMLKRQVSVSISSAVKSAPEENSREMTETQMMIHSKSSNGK
CCR6 antagonist: CCR6 receptor antagonists, primary screen, cell-based, CHO-K1, luminescence, beta-arrestin, uHTS; C-C chemokine receptor type 6 (Homo sapiens), P51684; CHO-K1 CCR6 PathHunter beta-arrestin, CCL20-stimulated; inhibition, % at 20 µM; 340,000 compounds, 0.49% hits; AID 493098, 2011;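 active = compounds whose inhibition of the agonist-driven luminescence signal at 20 µM reaches about 50%, limit read from the data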;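 also: cells stimulated with CCL20 at 14 nM final; plate controls were DMSO with CCL20 for no effect and DMSO without agonist for full effect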
Target sequence (P51684 whole entry, looked up): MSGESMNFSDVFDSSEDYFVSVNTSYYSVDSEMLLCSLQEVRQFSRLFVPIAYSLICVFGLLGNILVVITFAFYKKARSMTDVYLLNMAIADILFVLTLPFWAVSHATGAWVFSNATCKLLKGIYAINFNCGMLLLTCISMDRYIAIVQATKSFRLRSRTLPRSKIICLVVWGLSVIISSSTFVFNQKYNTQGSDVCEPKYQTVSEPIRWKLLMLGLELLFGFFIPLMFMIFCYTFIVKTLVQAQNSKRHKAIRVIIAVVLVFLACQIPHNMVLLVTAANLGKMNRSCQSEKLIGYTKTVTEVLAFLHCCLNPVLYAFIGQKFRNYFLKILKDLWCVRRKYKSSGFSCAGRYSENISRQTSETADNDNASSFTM
CHOP UPR activ: activators of apoptotic CHOP UPR arm, primary screen, cell-based, CHO-CHOP luciferase reporter, luminescence, uHTS | UPR activation; percent of tunicamycin response over DMSO baseline | activation, % at 10 µM | 330,000 compounds, 0.34% hits;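 active = at 10 µM dose, activation of 40% or more, normalized to positive control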;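 also: 100% = tunicamycin at 10 µg/mL and 0% = DMSO alone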
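Assay system: CHO-CHOP cells, stable luciferase reporter of PERK-eIF2a-CHOP signalling / Buffer or medium: F12 plus 10% serum / Compound dosing: one dose, 10 µM in 0.5% DMSO / Times: 6 h compound treatment, 37 °C / Technique: luciferase luminescence / Read-out: % reporter activation, DMSO baseline versus tunicamycin full activation / Benchmarks: tunicamycin and DMSO controls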
UPR XBP1 act: activators of adaptive XBP1 UPR arm, primary screen, cell-based, CHO-XBP1 luciferase reporter, luminescence, uHTS; 330,000 compounds, 0.33% hits; IRE1-XBP1 UPR activation; percent of tunicamycin response, DMSO as zero; activation, % at 20 µM; AID 463104, 2010;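 active = versus positive control, 20 µM dose yields 30% or more activation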;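 also: 100% = tunicamycin at 10 µg/mL and 0% = DMSO only wells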
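Material: CHO cell line with stable XBP1 luciferase reporter; schedule: 16-18 h cell attachment at 37 °C, then 6 h compound exposure; signal: glow luminescence from Steady-Glo reagent; medium: serum-containing F12 medium, 10% FBS; benchmarks: tunicamycin 10 µg/mL and vehicle-only wells; read-out: percent activation relative to tunicamycin reference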
* hit, by the source's call; x = no result given. Not a hit list, and some 5% of all compounds hit somewhere here.

SMILES	Jurkat NFkB inh	697 NFkB inh	Gli-Sufu antag	Mdm2 MdmX PPI	CXCR6 inh	EBI2 block	CCR6 antagonist	CHOP UPR activ	UPR XBP1 act
Cc1csc(NC(=O)c2cncc(Br)c2)n1	-72	-101	-5	-87	2	-4	-9	0.4	-5
COc1ccc(NC(=O)CSc2nnc(C)n2C2CCCCC2)cc1	8	19	7	-17	0	21	10	-0.4	0
O=C(OCC(O)COC(=O)c1cccnc1)c1cccnc1	-21	-4	5	-5	-3	-7	-6	-0.1	-3
COc1ccc(C2=NN(C(=O)CCC(=O)O)C(c3ccccc3OC)C2)cc1 (stereo not drawn)	-16	3	-4	19	4	-4	5	1.4	1
CC(=O)c1ccc(N2CCN(C(=O)c3ccc(Br)cc3)CC2)c(F)c1	-7	-34	10	-13	-8	42	-10	-1.4	-1
COc1cccc(CC2(CO)CCCN(Cc3c(C)cc(C)cc3-n3cccn3)C2)c1 (stereo not drawn)	6	-18	32	6	1	24	14	0.3	1
CCn1cc([N+](=O)[O-])c(=O)c2cc(F)c(N3CCOCC3)cc21	-27	-3	5	6	-6	-11	11	-1.8	3
Cc1cc(Br)ccc1NC(=O)CN(C)C(=O)CSCc1ccccc1	4	7	-14	-18	9	-3	6	3.7	-3
CCCCN(C(=O)c1cccc(S(=O)(=O)N2CCCC2)c1)c1c(N)n(CCC)c(=O)[nH]c1=O	1	19	3	-17	3	-10	4	5.2	-3
O=C(COC(=O)c1cccc([N+](=O)[O-])c1)Nc1ccc(Cl)cn1	19	-7	-19	-15	-2	-4	-10	0.7	-1
CN1CCN(C2CCN(S(=O)(=O)c3ccc(C(C)(C)C)cc3)CC2)CC1	0	-22	24	6	-4	-12	-3	4.1	3
COc1ccc(C(CNC(=O)C(C)(C)Oc2ccc(Cl)cc2)N2CCCCC2)cc1 (stereo not drawn)	8	-23	16	14	3	5	-1	3.0	-3
CN(CCc1ccccn1)C(=O)Nc1cc(Cl)cc(Cl)c1	2	4	-1	-7	0	-1	7	0.5	3
O=C(CSCc1ccccc1)Nc1ccc(F)cc1F	-7	-14	-1	19	12	-1	6	-0.3	0
CCOC(=O)c1cc2ccccc2n1CCN(CC)CC	-12	10	11	0	3	-8	12	1.2	-2
CCOC(=O)C(NC(C)=O)(OCc1ccccc1)C(F)(F)F (stereo not drawn)	-12	5	-6	10	-3	-9	2	-0.5	0
CCC(C)c1ccc(NS(=O)(=O)c2c(C)[nH]c(=O)[nH]c2=O)cc1 (stereo not drawn)	5	-15	4	9	5	-8	3	0.4	-5
COc1ccc(OC)c(NS(=O)(=O)c2ccc(N3CCCC3=O)cc2)c1	55*	1	45	72*	6	-7	5	-0.4	11
CC1(C)CC(CC(=O)Nc2ccccn2)C(=O)O1 (stereo not drawn)	0	10	2	9	-3	-11	5	-0.6	-2
O=[N+]([O-])c1cc(CN2CCN(c3ccccc3)CC2)c(O)c2ncccc12	9	-6	80*	75*	56*	17	75*	10.0	14
CC(Sc1ccccc1)C(=O)NN=C1CCCCCC1 (stereo not drawn)	10	-9	1	6	-1	-11	-1	-0.7	-4
O=C(CC1SC(N2CCCC2)=NC1=O)Nc1ccc(C(=O)NCCOc2ccccc2F)cc1 (stereo not drawn)	-23	-53	-32	-1	-6	-11	14	1.3	0
O=C(NCc1ccc(F)cc1)C1CCN(S(=O)(=O)c2ccc3c(c2)OCCCO3)CC1	16	25	2	-1	9	18	-3	-0.9	-1
N#CCOC(=O)c1sccc1-n1cccc1	-5	-8	-1	15	6	1	-6	0.4	-1
Cc1ccc(Cn2cc(/C=C/C(=O)O)c(-c3ccccc3)n2)cc1	-20	15	2	-17	-7	-10	-12	-4.8	-2
O=C(Nc1ccc(Cl)cn1)Nc1ccc(Cl)cn1	-43	-46	-22	11	11	-4	-1	2.9	3
Cc1nc2ccc(S(=O)(=O)NCC(=O)NCCN3CCCCC3C)cc2s1 (stereo not drawn)	1	6	-3	20	-6	-5	-19	2.1	-1
O=C(/C=C/c1ccc(OCCCF)cc1)Nc1ccnc(-c2cccnc2)n1	9	-15	-9	50	-12	-17	-13	5.1	13
CCOC(=O)/C(N=Nc1sc(C(=O)OCC)c(C)c1C(=O)OCC)=C(\C)O	-6	-4	x	11	x	x	x	-0.3	2
O=C1c2cccc([N+](=O)[O-])c2C(=O)N1CCO	12	0	-7	-8	2	-9	-10	0.9	1
CCOC(=O)c1cc2c(ccn2C)n1CC(=O)N1CCN(c2ccccc2)CC1	12	10	-1	6	0	-7	11	-1.7	-4
CN(C(=O)CSCC(=O)Nc1ccc(Cl)cc1)C1CCCCC1	2	29	-6	18	-6	14	9	-1.0	-1
Cc1[nH]c2ccccc2c1C(C#N)(C#N)C1C(=O)c2ccccc2C1=O	12	13	0	61*	43*	-24	45	5.6	-3
O=C(CC(=O)N/N=C/c1ccc(C(=O)O)cc1)NCCc1ccccc1	1	9	24	-11	-5	-1	-15	0.8	-2
Cc1ccc(C)n1-c1ccc(C(=O)N2CCOCC2)cc1	8	2	-11	25	2	-11	-16	-0.4	1
O=c1[nH]c2c(Br)cnc([N+](=O)[O-])c2[nH]1	-9	27	-3	-7	4	1	9	1.3	1
O=C(CN1C(=O)COc2ccccc21)NCCC1=CCCCC1	1	23	-1	10	0	7	11	1.1	-5
CCC(C(=O)NC1CCCCC1)n1c(SCc2ccccc2F)nc2ccncc21 (stereo not drawn)	-11	-20	-12	24	-1	-2	15	5.2	-3
COc1ccc(NC(=O)CNC(=O)Cn2cnc3sc4c(c3c2=O)CCCC4)cc1OC	-5	18	-5	23	-2	-5	0	-0.1	-2
CN(C(=O)CSc1nnc(-c2ccncc2)n1Cc1ccccc1)C1CCS(=O)(=O)C1 (stereo not drawn)	4	-1	x	21	-4	-10	x	0.7	-1
COc1ccccc1NC(=S)NC(C)C(c1cccs1)N1CCOCC1 (stereo not drawn)	2	11	8	14	0	-10	23	-1.2	-1
CCc1cc2c(N=Nc3c(O)[nH]c4ccccc34)ncnc2s1	-5	-3	27	2	0	23	10	16	35*
COc1cc(OC)cc(-c2nc3ccccc3c(=O)n2NC(=O)c2cccnc2Cl)c1	6	13	-5	-3	-1	-6	1	1.5	-1
CCS(=O)(=O)CCSc1nc(C)cc(C)c1C#N	-4	19	3	0	-5	-2	-8	0.0	2
CCCCNC(=O)CCc1c(C)nc2c(c(C)nn2-c2ccccc2)c1C	7	4	4	16	-7	19	9	-1.0	-3
COc1cc(/C=C(\C#N)c2nc3ccc(C)cc3[nH]2)c([N+](=O)[O-])cc1OC	-3	-10	25	-4	4	9	-17	-1.9	1
CCC1CN(C(=O)NCc2cccc(OC)c2)c2ccccc2O1 (stereo not drawn)	9	-9	5	7	10	-4	12	-0.6	-4
O=C(COC(=O)CCC(=O)c1cccs1)Nc1cc(S(=O)(=O)N2CCOCC2)ccc1Cl	16	5	3	7	0	-6	10	2.3	1
N#Cc1cccc(S(=O)(=O)NCC(=O)NCCCc2ccccc2)c1	-6	4	-3	2	-1	-13	11	-1.4	-4
Cc1cccc(C(=O)NC2CCN(S(=O)(=O)c3ccccc3F)CC2)c1	-7	-16	-6	-2	-1	-3	18	0.3	-1
CCN(CC)C(=O)COc1coc(CN2CCN(c3ccccc3)CC2)cc1=O	-2	6	-10	8	5	-7	8	-1.2	-2
Cc1ccc(NC2=C(Cl)C(=O)OC2OC(=O)c2ccco2)c(C)c1 (stereo not drawn)	-11	-10	-15	-3	1	-4	8	0.8	2
CCCN1C(=O)/C(=C/c2c(NCCCOC(C)C)nc3c(C)cccn3c2=O)SC1=S	-9	-2	2	37	-3	-6	22	3.2	0
Cc1cc2ncn(S(=O)(=O)N(C)C)c2cc1C	14	-4	-2	-5	0	-10	1	-2.1	0
CC(C)CNS(=O)(=O)c1ccc(CCC(=O)N2CCN(c3ccc(F)cc3)CC2)cc1	14	-25	-8	10	-8	-11	3	-2.6	1
Cc1nn2c(c1-c1ccccc1)N=C(c1ccco1)CC2c1ccccc1 (stereo not drawn)	-24	-11	7	18	10	-2	5	-0.7	0
O=C(Cn1c(=O)c2ccccc2n(CC(=O)N2CCCCC2)c1=O)N1CCCCC1	5	0	3	-14	3	3	0	2.5	1
CCc1ccc(S(=O)(=O)NC(=S)NC2CCCCC2)cc1	5	5	1	-21	7	1	12	-1.4	-4
O=C(CSc1ccccc1)NCCc1ccccc1	-21	-42	-12	-54	-18	7	11	1.5	2
CN(C)CCCN1C(=O)c2cccc3c(Br)ccc(c23)C1=O	14	4	0	29	2	5	12	2.3	-5

Compound profiles, as listed above.
Listed for `CC1(C)CC(CC(=O)Nc2ccccn2)C(=O)O1` (stereo not drawn) → Jurkat NFkB inh = 0; 697 NFkB inh = 10; Gli-Sufu antag = 2; Mdm2 MdmX PPI = 9; CXCR6 inh = -3; EBI2 block = -11; CCR6 antagonist = 5; CHOP UPR activ = -0.6; UPR XBP1 act = -2
Listed for `CCC(C(=O)NC1CCCCC1)n1c(SCc2ccccc2F)nc2ccncc21` (stereo not drawn) → Jurkat NFkB inh = -11; 697 NFkB inh = -20; Gli-Sufu antag = -12; Mdm2 MdmX PPI = 24; CXCR6 inh = -1; EBI2 block = -2; CCR6 antagonist = 15; CHOP UPR activ = 5.2; UPR XBP1 act = -3

Further records:
SMILES	Jurkat NFkB inh	697 NFkB inh	Gli-Sufu antag	Mdm2 MdmX PPI	CXCR6 inh	EBI2 block	CCR6 antagonist	CHOP UPR activ	UPR XBP1 act
O=S(=O)(c1cccc(Cl)c1)N1CCSc2ccccc21	-2	8	-15	15	0	11	20	-1.2	0
CN(C[C@H](Cc1ccccc1)N(C[C@H](Cc1ccccc1)N(CCC(C)(C)C)N=O)N=O)N=O	-6	6	28	23	5	24	9	4.9	2
CC(=O)CCC(=O)N1CCCC(CNC(=O)c2ccc(-c3ccccc3)cc2)C1 (stereo not drawn)	-6	-12	24	-16	-4	-3	6	1.8	6
CCc1ccc2nc(NC(=O)C3CCN(c4ncnc5sc(C)c(C)c45)CC3)sc2c1	-46	-77	-25	-5	-7	13	-6	4.4	-3
COCC(=O)N/N=C(\C)CC(=O)NCc1ccco1	12	1	4	6	-9	-2	0	2.0	-4
COc1ccc(-n2c(=O)c3c4c(sc3n(CC(N)=O)c2=O)CCCCC4)cc1	16	22	0	7	-4	8	1	1.5	-2
CCOC(=O)N1CCN(Cc2nc(CC3CC3)no2)CC1	-9	4	-5	23	5	3	-4	2.9	-1
CCCc1cc(=O)[nH]c(/N=C(/NC(=O)c2ccccc2)Nc2ccc3c(c2)OCCO3)n1	0	11	-4	21	x	x	-7	12	21
